PAFAH1B2 FP inh: PAFAH1B2 (human) inhibition | P68402 | recombinant PAFAH1B2, FP-rhodamine activity probe, fluorescence polarization | inhibition, % at 3.39 µM | actives 1.2% (n = 340,000) | AID 492953;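 active = inhibition above the mean of all tested compounds plus 3 SD, cut at about 24% in these data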;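 also: 0% = enzyme with DMSO and 100% = wells lacking PAFAH1B2; many of its hits are not listed in these tables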
PME-1 primary: blocks human protein phosphatase methylesterase 1 | recombinant PME-1, FP-Rh probe fluorescence polarization | actives 0.53% (n = 320,000) | inhibition, % at 5.9 µM | Q9Y570;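 active = inhibition above the campaign mean of all compounds plus 3 SD, cut at about 26% in these data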;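 also: competitive labeling of PME-1 active site by serine hydrolase directed probe; 0% = PME-1 with DMSO and 100% = wells lacking PME-1 enzyme; inhibitors block probe labeling so polarization falls and inhibition rises; many of its hits are not listed in these tables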
Target sequence (Q9Y570 whole entry, looked up): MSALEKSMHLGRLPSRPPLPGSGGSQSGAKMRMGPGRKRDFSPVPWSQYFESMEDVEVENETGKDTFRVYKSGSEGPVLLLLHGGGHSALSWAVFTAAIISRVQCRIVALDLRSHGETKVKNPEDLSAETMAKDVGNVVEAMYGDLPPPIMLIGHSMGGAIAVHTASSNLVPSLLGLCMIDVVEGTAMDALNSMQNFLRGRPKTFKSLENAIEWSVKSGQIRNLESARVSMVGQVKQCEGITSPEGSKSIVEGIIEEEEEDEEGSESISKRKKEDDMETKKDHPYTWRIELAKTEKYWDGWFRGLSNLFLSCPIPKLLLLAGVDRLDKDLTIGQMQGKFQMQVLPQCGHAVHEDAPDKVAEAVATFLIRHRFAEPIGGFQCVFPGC
PAD4 inh: blocks human protein arginine deiminase 4 | recombinant PAD4, RCA probe fluorescence polarization | inhibition, % at 6.36 µM | actives 0.41% (n = 330,000);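 active = percent inhibition above a cutoff equal to the mean of all tested compounds plus 3 SD, cut at about 15% in these data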;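 also: 0% = PAD4 with RCA probe and DMSO and 100% = probe without PAD4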
Target sequence (Q9UM07 whole entry, looked up): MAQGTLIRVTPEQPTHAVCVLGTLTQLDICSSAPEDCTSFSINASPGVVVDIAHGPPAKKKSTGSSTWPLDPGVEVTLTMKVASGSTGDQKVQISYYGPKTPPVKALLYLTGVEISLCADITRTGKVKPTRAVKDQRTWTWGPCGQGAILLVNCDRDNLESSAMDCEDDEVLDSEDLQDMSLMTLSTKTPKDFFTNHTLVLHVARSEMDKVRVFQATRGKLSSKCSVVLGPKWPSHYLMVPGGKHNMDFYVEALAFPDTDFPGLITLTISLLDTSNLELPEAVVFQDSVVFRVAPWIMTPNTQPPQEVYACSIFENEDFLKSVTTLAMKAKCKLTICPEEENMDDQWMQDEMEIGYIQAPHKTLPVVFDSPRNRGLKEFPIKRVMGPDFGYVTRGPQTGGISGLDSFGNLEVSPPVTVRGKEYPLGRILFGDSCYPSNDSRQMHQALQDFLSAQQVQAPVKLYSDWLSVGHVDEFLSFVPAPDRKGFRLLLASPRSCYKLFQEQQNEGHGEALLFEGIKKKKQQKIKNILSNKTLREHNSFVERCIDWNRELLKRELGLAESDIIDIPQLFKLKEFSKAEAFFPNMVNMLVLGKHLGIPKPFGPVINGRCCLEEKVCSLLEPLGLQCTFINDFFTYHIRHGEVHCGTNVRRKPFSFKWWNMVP
LYPLA1 inh: LYPLA1 (human) inhibition in PME1 counter-screen; O75608; actives 0.16% (n = 320,000); inhibition, % at 5.9 µM; recombinant LYPLA1, FP-Rh probe fluorescence polarization; AID 2174;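 active = inhibition above the mean of all tested compounds plus 3 SD, set per campaign, cut at about 14% in these data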;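 also: inhibitors block serine hydrolase probe labeling of LYPLA1 so polarization falls; 0% = enzyme with DMSO and 100% = wells lacking LYPLA1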
Fam108B inh: counter-screen for RBBP9 inhibitors: inhibitors of mouse Fam108B | inhibition, % at 9.51 µM | AID 1947 | actives 0.33% (n = 300,000) | recombinant Fam108B, FP-Rh probe fluorescence polarization;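 active = inhibition above the screen mean inhibition plus 3 SD, computed separately per campaign, cut at about 18% in these data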;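 also: inhibitors lower polarization as less probe binds the enzyme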
pPAFAH FP inh: pPAFAH (human) enzyme inhibition. Q13093. recombinant pPAFAH, FP-rhodamine probe fluorescence polarization. inhibition, % at 3.39 µM. actives 1.5% (n = 330,000). AID 463082;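 active = inhibition above the mean inhibition across the screen plus 3 SD, cut at about 25% in these data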;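 also: inhibitors block binding of the rhodamine activity-based probe so polarization drops; 0% = enzyme with DMSO and 100% = wells lacking pPAFAH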
PAFAH1B3 inh: PAFAH1B3 (human) inhibition. Q15102. recombinant PAFAH1B3, FP-rhodamine probe, fluorescence polarization. inhibition, % at 3.39 µM. actives 0.28% (n = 340,000);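 active = inhibition above the screen-wide average of all tested compounds plus 3 SD, cut at about 25% in these data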;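 also: 0% = enzyme with DMSO only and 100% = wells lacking PAFAH1B3 protein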
PAFAH2 FP inh: PAFAH2 (human) inhibition; Q99487; recombinant PAFAH2, FP-rhodamine activity probe, fluorescence polarization; inhibition, % at 3.39 µM; actives 0.99% (n = 340,000); AID 492956;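 active = inhibition above the mean over all tested compounds plus 3 SD, cut at about 30% in these data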;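 also: inhibitors block probe labeling of enzyme so polarization drops; 0% = enzyme with DMSO and 100% = wells lacking PAFAH2 protein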
GSTO1 inh: blocks human GSTO1 in RBBP9 counter-screen. recombinant GSTO1, activity-based probe fluorescence polarization. actives 1.1% (n = 300,000). P78417. inhibition, % at 5.96 µM;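 active = inhibition above the campaign mean inhibition plus 3 SD, cut at about 35% in these data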;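 also: 0% = GSTO1-1 with DMSO and 100% = wells lacking GSTO1-1 enzyme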
The depositor's hits bear a star. An excerpt; rates above refer to the full screens.

Results for O=C(CN1C(=O)NC2(CCCCC2)C1=O)NCCCSc1ccccc1 ?
PAFAH1B2 FP inh: 10; PME-1 primary: -3; PAD4 inh: -5; LYPLA1 inh: 0; pPAFAH FP inh: 2; PAFAH1B3 inh: 5; PAFAH2 FP inh: 8

What do the screens show for `CC1(c2ccc(Cl)cc2)NC(=S)N2C1NC(=S)N2c1ccccc1` (stereo not drawn)?
PAFAH1B2 FP inh: 35*; PME-1 primary: 3; PAD4 inh: 0; LYPLA1 inh: -4; Fam108B inh: -2; pPAFAH FP inh: -1; PAFAH1B3 inh: 1; PAFAH2 FP inh: 0; GSTO1 inh: 9

Results for Cc1ccccc1-c1nnn(CC(=O)Nc2ccc3c(c2)OCCO3)n1 ?
PAFAH1B2 FP inh: 0; PME-1 primary: -5; PAD4 inh: -5; LYPLA1 inh: -4; Fam108B inh: -4; pPAFAH FP inh: -4; PAFAH1B3 inh: -5; PAFAH2 FP inh: 4; GSTO1 inh: 2

Results for OCCN1CCN(c2ncnc3c2sc2nc(N4CCOCC4)c4c(c23)CCC4)CC1 ?
PAFAH1B2 FP inh: 3; PME-1 primary: 2; PAD4 inh: 0; LYPLA1 inh: -4; Fam108B inh: -1; pPAFAH FP inh: 3; PAFAH1B3 inh: 4; PAFAH2 FP inh: -4; GSTO1 inh: -3

Results for O=C(Nc1ccc(S(=O)(=O)Nc2nccs2)cc1)c1ccc(F)cc1 ?
PAFAH1B2 FP inh: 5; PME-1 primary: -2; PAD4 inh: -4; LYPLA1 inh: -1; Fam108B inh: 1; pPAFAH FP inh: 4; PAFAH1B3 inh: 6; PAFAH2 FP inh: 4; GSTO1 inh: 2

How did O=CC1=C(N2CCOCC2)/C(=C\c2ccccc2)CC1 do in these assays?
PAFAH1B2 FP inh: 8; PME-1 primary: -4; PAD4 inh: 4; LYPLA1 inh: -2; Fam108B inh: -2; pPAFAH FP inh: 7; PAFAH1B3 inh: 3; PAFAH2 FP inh: -3; GSTO1 inh: 2

What do the screens show for `Cc1cc(NC(=O)CN2C(=O)N(C)C3(CCCCC3)C2=O)ccc1Br`?
PAFAH1B2 FP inh: 3; PME-1 primary: -1; PAD4 inh: 0; LYPLA1 inh: -1; pPAFAH FP inh: 3; PAFAH1B3 inh: -8; PAFAH2 FP inh: 2

How did O=C(Nc1ccc2ccccc2c1)c1ccccc1F do in these assays?
PAFAH1B2 FP inh: -2; PME-1 primary: -1; PAD4 inh: -2; LYPLA1 inh: -1; Fam108B inh: -6; pPAFAH FP inh: -3; PAFAH1B3 inh: 0; PAFAH2 FP inh: -2; GSTO1 inh: 0

What do the screens show for `CCCCC(Sc1nc(N)c(NC(=O)c2ccco2)c(=O)[nH]1)C(=O)O` (stereo not drawn)?
PAFAH1B2 FP inh: 0; PME-1 primary: 4; PAD4 inh: -5; LYPLA1 inh: 1; Fam108B inh: -1; pPAFAH FP inh: 0; PAFAH1B3 inh: 11; PAFAH2 FP inh: 6; GSTO1 inh: 12

What do the screens show for `CC(C)C(=O)Nc1cc2c3c(c1)CCN3C(=O)CC2`?
PAFAH1B2 FP inh: 2; PME-1 primary: -6; PAD4 inh: -5; LYPLA1 inh: 0; Fam108B inh: 2; pPAFAH FP inh: 6; PAFAH1B3 inh: 5; PAFAH2 FP inh: -1; GSTO1 inh: -1

Results for O=C(c1ccc(F)cc1Cl)N1CCN(S(=O)(=O)c2cccs2)CC1 ?
PAFAH1B2 FP inh: 2; PME-1 primary: 7; PAD4 inh: 0; LYPLA1 inh: 3; Fam108B inh: 3; pPAFAH FP inh: 2; PAFAH1B3 inh: 5; PAFAH2 FP inh: 1; GSTO1 inh: 7

What do the screens show for `CCNc1nc(CN2CCOCC2)nc2sc3c(c12)CCC3`?
PAFAH1B2 FP inh: 2; PME-1 primary: -3; PAD4 inh: -3; LYPLA1 inh: -3; Fam108B inh: -4; pPAFAH FP inh: -1; PAFAH1B3 inh: 0; PAFAH2 FP inh: 12; GSTO1 inh: -2

Brought forward from above: two entries; new compounds follow.
Results for O=C(c1ccc(F)cc1Cl)N1CCN(S(=O)(=O)c2cccs2)CC1 ?
PAFAH1B2 FP inh: 2; PME-1 primary: 7; PAD4 inh: 0; LYPLA1 inh: 3; Fam108B inh: 3; pPAFAH FP inh: 2; PAFAH1B3 inh: 5; PAFAH2 FP inh: 1; GSTO1 inh: 7

What do the screens show for `CCNc1nc(CN2CCOCC2)nc2sc3c(c12)CCC3`?
PAFAH1B2 FP inh: 2; PME-1 primary: -3; PAD4 inh: -3; LYPLA1 inh: -3; Fam108B inh: -4; pPAFAH FP inh: -1; PAFAH1B3 inh: 0; PAFAH2 FP inh: 12; GSTO1 inh: -2

What do the screens show for `CC(C)C(=O)Nc1cccc(NC(=O)c2ccc(Cl)cc2Cl)c1`?
PAFAH1B2 FP inh: 9; PME-1 primary: 3; PAD4 inh: -3; LYPLA1 inh: -3; Fam108B inh: 3; pPAFAH FP inh: 9; PAFAH1B3 inh: 0; PAFAH2 FP inh: 0; GSTO1 inh: -1

What do the screens show for `CC(=O)N(c1nnc(-c2cccc(C)c2)s1)C1CCCC1`?
PAFAH1B2 FP inh: 0; PME-1 primary: -1; PAD4 inh: -5; LYPLA1 inh: 1; Fam108B inh: 2; pPAFAH FP inh: 1; PAFAH1B3 inh: 6; PAFAH2 FP inh: -3; GSTO1 inh: -3

How did CCNC(=O)C(=O)NCC(c1cccs1)S(=O)(=O)c1ccc(C)cc1 (stereo not drawn) do in these assays?
PAFAH1B2 FP inh: 4; PME-1 primary: 5; PAD4 inh: 0; LYPLA1 inh: -2; Fam108B inh: -2; pPAFAH FP inh: 3; PAFAH1B3 inh: 11; PAFAH2 FP inh: 2; GSTO1 inh: -4

Results for Cc1ccc(NC(=O)CSc2nnc(-c3ccccc3Br)o2)cc1C ?
PAFAH1B2 FP inh: -1; PME-1 primary: 9; PAD4 inh: -3; LYPLA1 inh: -15; Fam108B inh: -11; pPAFAH FP inh: -1; PAFAH1B3 inh: -1; PAFAH2 FP inh: 3; GSTO1 inh: -1

How did CCSc1ccccc1C(=O)NC1CCCCC1 do in these assays?
PAFAH1B2 FP inh: 3; PME-1 primary: 2; PAD4 inh: -5; LYPLA1 inh: -3; Fam108B inh: 7; pPAFAH FP inh: -2; PAFAH1B3 inh: 2; PAFAH2 FP inh: 0; GSTO1 inh: 0

What do the screens show for `COc1ccc(CN(Cc2ccc(C(=O)O)cc2)C(=S)Nc2ccc(C)cc2)cc1OC`?
PAFAH1B2 FP inh: 3; PME-1 primary: 0; PAD4 inh: -4; LYPLA1 inh: -6; Fam108B inh: -3; pPAFAH FP inh: 3; PAFAH1B3 inh: 16; PAFAH2 FP inh: -2; GSTO1 inh: 9

What do the screens show for `O=S(=O)(NCC(c1cccnc1)N1CCOCC1)c1cccs1` (stereo not drawn)?
PAFAH1B2 FP inh: 0; PME-1 primary: -1; PAD4 inh: 2; LYPLA1 inh: 1; Fam108B inh: 1; pPAFAH FP inh: 6; PAFAH1B3 inh: 11; PAFAH2 FP inh: 4; GSTO1 inh: 2

Results for Cc1nc(N2CCCCC2)nc(N2CCCCC2)c1C=O ?
PAFAH1B2 FP inh: 2; PME-1 primary: -3; PAD4 inh: -5; LYPLA1 inh: -2; Fam108B inh: 0; pPAFAH FP inh: -2; PAFAH1B3 inh: -7; PAFAH2 FP inh: -4; GSTO1 inh: 1

Results for O=C(Cn1c(=O)[nH]c2ccsc2c1=O)NC1CCCCCC1 ?
PAFAH1B2 FP inh: 5; PME-1 primary: 0; PAD4 inh: 3; LYPLA1 inh: 0; Fam108B inh: 3; pPAFAH FP inh: 0; PAFAH1B3 inh: 3; PAFAH2 FP inh: 2; GSTO1 inh: 1

How did O=C(Nc1cccc(NC(=O)c2ccco2)c1)c1ccc([N+](=O)[O-])cc1 do in these assays?
PAFAH1B2 FP inh: 1; PME-1 primary: 2; PAD4 inh: -1; LYPLA1 inh: -2; Fam108B inh: -3; pPAFAH FP inh: 5; PAFAH1B3 inh: -2; PAFAH2 FP inh: 0; GSTO1 inh: -10

What do the screens show for `CC(=O)N1CCOc2ccc(S(=O)(=O)N3CCC(C(=O)Nc4cc(C)cc(C)c4)CC3)cc21`?
PAFAH1B2 FP inh: 4; PME-1 primary: 3; PAD4 inh: -1; LYPLA1 inh: -3; Fam108B inh: 1; pPAFAH FP inh: 1; PAFAH1B3 inh: 3; PAFAH2 FP inh: -4; GSTO1 inh: -5

Results for O=c1ccc(-c2ccccc2)no1 ?
PAFAH1B2 FP inh: 5; PME-1 primary: 4; PAD4 inh: -4; LYPLA1 inh: -2; Fam108B inh: -2; pPAFAH FP inh: 5; PAFAH1B3 inh: -1; PAFAH2 FP inh: 5; GSTO1 inh: 5

Among those listed so far, these contain an NH in an aromatic ring.
What do the screens show for `CCCCC(Sc1nc(N)c(NC(=O)c2ccco2)c(=O)[nH]1)C(=O)O` (stereo not drawn)?
PAFAH1B2 FP inh: 0; PME-1 primary: 4; PAD4 inh: -5; LYPLA1 inh: 1; Fam108B inh: -1; pPAFAH FP inh: 0; PAFAH1B3 inh: 11; PAFAH2 FP inh: 6; GSTO1 inh: 12

Results for O=C(Cn1c(=O)[nH]c2ccsc2c1=O)NC1CCCCCC1 ?
PAFAH1B2 FP inh: 5; PME-1 primary: 0; PAD4 inh: 3; LYPLA1 inh: 0; Fam108B inh: 3; pPAFAH FP inh: 0; PAFAH1B3 inh: 3; PAFAH2 FP inh: 2; GSTO1 inh: 1

Next compounds follow:
Results for CCOC(=O)C1CCN(S(=O)(=O)c2ccc(Cl)cc2OC)CC1 ?
PAFAH1B2 FP inh: 5; PME-1 primary: 2; PAD4 inh: 1; LYPLA1 inh: 2; Fam108B inh: 4; pPAFAH FP inh: 1; PAFAH1B3 inh: 3; PAFAH2 FP inh: 6; GSTO1 inh: 2

Results for COc1ccc(C)cc1S(=O)(=O)NC1CCCCCC1 ?
PAFAH1B2 FP inh: 2; PME-1 primary: 5; PAD4 inh: 0; LYPLA1 inh: -1; Fam108B inh: -2; pPAFAH FP inh: -2; PAFAH1B3 inh: 4; PAFAH2 FP inh: -1; GSTO1 inh: -7

Results for Cc1cc(C)n(CC(O)CN2c3ccccc3Sc3ccccc32)n1 (stereo not drawn) ?
PAFAH1B2 FP inh: -2; PME-1 primary: 6; PAD4 inh: -6; LYPLA1 inh: -1; Fam108B inh: 1; pPAFAH FP inh: 6; PAFAH1B3 inh: -5; PAFAH2 FP inh: 3; GSTO1 inh: 6

What do the screens show for `CCc1cc2c(=O)[nH]c(N3CCCC3)nc2s1`?
PAFAH1B2 FP inh: 5; PME-1 primary: 3; PAD4 inh: 0; LYPLA1 inh: 2; Fam108B inh: 2; pPAFAH FP inh: 2; PAFAH1B3 inh: 14; PAFAH2 FP inh: 4; GSTO1 inh: -6

What do the screens show for `CCOC(=O)c1c(NC(=O)/C=C/c2ccco2)sc(C)c1C`?
PAFAH1B2 FP inh: -1; PME-1 primary: -2; PAD4 inh: -12; LYPLA1 inh: -4; Fam108B inh: 1; pPAFAH FP inh: -3; PAFAH1B3 inh: 11; PAFAH2 FP inh: -10; GSTO1 inh: -1

What do the screens show for `NC(=O)c1ccsc1NC(=O)CS(=O)(=O)c1ccccc1`?
PAFAH1B2 FP inh: 6; PME-1 primary: 0; PAD4 inh: -1; LYPLA1 inh: -2; Fam108B inh: -3; pPAFAH FP inh: -7; PAFAH1B3 inh: 4; PAFAH2 FP inh: 7; GSTO1 inh: 6

How did COC(=O)c1sccc1NC(=O)c1ccccc1F do in these assays?
PAFAH1B2 FP inh: 8; PME-1 primary: -11; PAD4 inh: -6; LYPLA1 inh: 1; Fam108B inh: 5; pPAFAH FP inh: 8; PAFAH1B3 inh: 0; PAFAH2 FP inh: -7; GSTO1 inh: 2
